# Assay outcomes deposited in PubChem BioAssay by several laboratories.
# RAM network inh: blocks the yeast RAM network | 1.8% of 190,000 active | S. cerevisiae dse1pr::URA3 reporter, 5-FOA growth OD615, 2 d; analog-sensitive cbk1-as2 kinase mutant strain | AID 868 | inhibition, % at 50 µM;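 active = inhibition above a set limit, 3 SD over mean compound inhibition, cut at about 8.4% in these data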;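 note: 0% = DMSO-only wells with no growth and 100% = 10 µM 1-NA-PP1 full growth; inhibition rescues growth on 5-FOA so higher OD means more RAM inhibition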
# Lmaj promast: inhibitors of Leishmania major promastigote growth. Leishmania major promastigotes, resazurin fluorescence viability. inhibition, % at 10 µM. 9% of 200,000 active;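 note: promastigotes grown with compound for 44 hours at 28 °C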
# G6PDH counter: counter-screen for G6PDH assay hits: L. mesenteroides G6PDH inhibition | Purified L. mesenteroides G6PDH, diaphorase/resazurin coupled fluorescence, 45 min | inhibition, % at 5 µM | 0.12% of 200,000 active | AID 1020
# Redox H2O2 prof: compounds producing H2O2 with reducing agent – biochemical, NIH compound library profiling, artefact control for MLSCN library redox annotation, primary screen; DTT-dependent redox cycling H2O2, phenol red/HRP absorbance; 100% = 100 µM peroxide control, 0% = buffer; activation, % at 10 µM; 0.03% of 200,000 active;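 active = activation of at least 50% relative to the plate's high and low controls in the primary single-dose screen; inactive = activation below 50%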;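 note: compound incubated with DTT at 0.8 mM final as the reducing agent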
# PMI act satM6P: PMI (human) activation, high substrate. activation factor at 20 µM. P34949. 0.34% of 190,000 active. coupled PMI enzyme assay, resazurin fluorescence, 20 min; stronger effect = higher value; 1 = untreated enzyme, 0 = substrate-free blank. AID 1216;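 active = activation factor of 2 or more at 20 µM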
# Target sequence (P34949 whole entry, looked up): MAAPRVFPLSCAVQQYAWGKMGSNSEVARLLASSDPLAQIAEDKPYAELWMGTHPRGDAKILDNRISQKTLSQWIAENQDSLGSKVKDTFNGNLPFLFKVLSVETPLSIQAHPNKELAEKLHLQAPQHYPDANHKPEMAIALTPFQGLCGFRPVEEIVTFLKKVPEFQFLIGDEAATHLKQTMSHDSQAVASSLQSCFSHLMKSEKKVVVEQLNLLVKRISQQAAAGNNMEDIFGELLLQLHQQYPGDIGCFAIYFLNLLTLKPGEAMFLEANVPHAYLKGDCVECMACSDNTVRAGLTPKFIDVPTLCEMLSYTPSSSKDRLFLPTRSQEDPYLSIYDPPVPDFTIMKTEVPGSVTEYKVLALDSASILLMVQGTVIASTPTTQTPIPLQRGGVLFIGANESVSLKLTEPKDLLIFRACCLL
#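 Material: human phosphomannose isomerase with PGI, G6PDH, diaphorase coupling enzymes; amount: PMI at 15 ng/mL final; also added: Mannose-6-phosphate 1.0 mM (near-saturating) plus 0.22 mM NADP+; incubation: enzyme reaction with compound 20 min at room temperature; signal: resorufin fluorescence (Ex 544/Em 590 nm) from resazurin via diaphorase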
# TLR4 MyD88 comp: blocks binding of human TLR4 to MyD88. O00206+Q99836. HeLa CL3-4 TLR4/MyD88 BLA complementation, FRET ratio. 0.18% of 200,000 active. AID 861. inhibition, % at 8.4 µM; in the data active = inhibition above about 25%;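 note: 0% = vehicle and 100% = reference inhibitor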
# Diaphorase act: activates diaphorase or chemically reduces, flagging diaphorase assay artifacts; 0.005% of 190,000 active; Diaphorase/resazurin coupled assay, resorufin fluorescence, 16 min; stronger effect = higher value; 1 = vehicle wells, 0 = NADH-free wells; activation factor at 20 µM;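 active = diaphorase activity raised at least twofold by the compound at 20 µM; inactive = activation factor below 2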
#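 Assay system: Purified diaphorase enzyme from Clostridium kluyveri | Amount: Enzyme 0.07 U/mL final | Dosing: Compound 20 µM once, DMSO 1% | Timing: 16 min reaction at room temperature | Detection: Fluorescence, excitation 544 nm and emission 590 nm | Evaluation: Higher resorufin formation from activation or reduction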
# Hsp70 act: transcriptional activators of Hsp70 | AID 1203 | HeLa Hsp70 promoter luciferase reporter, luminescence; scaled: vehicle 0, proteasome-inhibitor control 100% | 0.04% of 200,000 active | activation, % at 10 µM;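 active = activation above the mean across all tested compounds plus 3 SD, cutoff set per campaign, cut at about 5.5% in these data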;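 note: 100% = MG132 at 30 µM as the positive control and 0% = DMSO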
# S1P3 antag: antagonists of human S1P3 receptor; AID 485; Q99500; CHO S1P3 NFAT-BLA reporter, FRET fluorescence, antagonist mode; inhibition, % at 4.98 µM; 0.27% of 170,000 active;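 active = inhibition above the plate cutoff, the mean inhibition of test wells on that plate plus 3 SD, cut at about 28% in these data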;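 note: cells challenged with S1P at its EC80 of 0.8 µM; blue over green emission ratio from cleaved BLA substrate after 4 h stimulation; 0% = S1P-stimulated wells and 100% = unstimulated DMSO-only wells; some compounds past the cut are filed as inactive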
# Target sequence (Q99500 whole entry, looked up): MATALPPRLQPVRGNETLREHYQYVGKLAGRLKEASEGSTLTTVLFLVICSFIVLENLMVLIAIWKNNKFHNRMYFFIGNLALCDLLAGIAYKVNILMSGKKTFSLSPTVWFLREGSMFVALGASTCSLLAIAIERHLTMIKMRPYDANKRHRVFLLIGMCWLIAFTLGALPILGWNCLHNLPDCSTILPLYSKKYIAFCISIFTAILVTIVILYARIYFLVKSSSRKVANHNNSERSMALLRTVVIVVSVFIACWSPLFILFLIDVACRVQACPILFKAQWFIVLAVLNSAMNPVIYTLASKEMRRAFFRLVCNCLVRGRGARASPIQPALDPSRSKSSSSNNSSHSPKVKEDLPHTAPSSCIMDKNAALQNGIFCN
# PMI activator: phosphomannose isomerase (human) activation; purified human PMI, coupled resazurin fluorescence, 20 min; stronger effect = higher value; 1 = vehicle control, 0 substrate-free wells; activation factor at 20 µM; 0.005% of 190,000 active; AID 1214;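 active = activation factor of 2 or more at 20 µM, relative to plate controls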
# Diaphorase inh: diaphorase inhibition or chemical oxidation counter-screen | AID 1217 | inhibition, % at 20 µM | diaphorase resazurin-to-resorufin fluorescence, NADH, 16 min; bacterial (C. kluyveri) enzyme, not human | 0.69% of 190,000 active;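 active = primary screen inhibition at 20 µM above a set limit, cut at about 50% in these data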;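 note: plate controls were DMSO with full reaction for no effect and wells lacking NADH for full effect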
#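 Benchmarks: positive control wells lacking NADH, neutral wells with DMSO only. System: bacterial diaphorase enzyme (C. kluyveri). Input: 0.14 U/mL diaphorase, enzyme working solution. Detection: resorufin fluorescence, excitation 544 nm, emission 590 nm. Times: 16-min room-temperature incubation before reading.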
# * hit, by the source's call; . = not tested or not shown. Cut-off read from the data, not from the text of the source, unless noted: active = inhibition above about 50%; inactive = the rest.
SMILES,RAM network inh,Lmaj promast,G6PDH counter,Redox H2O2 prof,PMI act satM6P,TLR4 MyD88 comp,Diaphorase act,Hsp70 act,S1P3 antag,PMI activator,Diaphorase inh
C=CCn1c(O)c(/C=N/N2CCCCC2c2cccnc2)c(=O)[nH]c1=S (configuration not stated),0.0,-5,-14,0.1,1,-10,0.8,-0.3,-6,0.9,21
O=C1NC(=O)N(c2cccc(Cl)c2)C(=O)/C1=C\c1ccc(Sc2nc3ccccc3[nH]2)o1,2.7,-1,-1,0.1,1.4,-3,0.5,-0.3,-3,1.1,50
COc1ccccc1CC1C(=O)C2CCN1CC2 (configuration not stated),3.5,2,7,0.1,1,7,0.9,-0.1,.,1.1,6
CN(C)C(=O)Oc1ccc(OC(=O)c2ccccc2)cc1,3.5,-3,-14,2.2,0.9,1,0.8,-0.3,-24,0.9,15
CCCCn1c(O)c(C(CC)=Nc2cccc(C(=O)O)c2)c(=O)[nH]c1=O,-1.9,-2,-9,2.3,1.2,-4,1,-0.5,1,1,3
O=C(COC(=O)Cc1ccccc1)Nc1ccc(Cl)cn1,2.4,-1,5,0.3,1.1,4,0.9,0.1,36*,1.2,8
Cn1c(O)c(/C=C/C=Nc2ccccc2)c(=O)n(C)c1=O,3.5,-7,-2,0.3,1.3,7,1,-0.1,3,1.1,-4
Cn1c(O)c(C=NC2C(=O)C3(C)CCC2C3(C)C)c(=O)n(C)c1=O (configuration not stated),0.7,0,20,-0.6,1.1,7,1,-0.6,-8,1,3
Cc1ccc(-n2nc(C)cc2NC(=O)COc2cc(C)cc3oc(=O)c4c(c23)CCC4)cc1,4.0,12,-3,1.6,0.9,7,0.7,-0.1,.,0.7,32
N#CC(C#N)=Cc1ccc(N2CCCC2)cc1,1.1,2,7,-0.8,1,7,1,0.2,7,0.7,0
CN(C)C(=O)Oc1cc(=O)n2c3c(cccc13)CCC2,0.6,24,2,-0.9,1,-4,0.9,-0.1,20,1.1,14
CCCCOC(=O)C1=C(N)OC2=C(C(=O)CC(C)(C)C2)[C@]12C(=O)N(C)c1ccccc12,3.5,-3,1,-0.5,0.9,17,0.9,0.0,-16,0.8,11
COc1ccc(N=Cc2c(O)n(Cc3cccs3)c(=O)[nH]c2=O)cc1,6.7,-1,15,-0.2,1,8,1,0.0,-24,1,0
CN(C)CC1CSCCC1(O)c1ccccc1 (configuration not stated),-0.9,-9,0,-3.3,1.1,-13,1,1.3,.,1.2,-5
CCc1cc(=O)[nH]c(SCCCF)n1,3.1,3,11,-1.3,1.2,-7,1.1,-0.1,6,1.2,-14

# Grouped by structure, the compounds so far with an aryl methoxy group
SMILES,RAM network inh,Lmaj promast,G6PDH counter,Redox H2O2 prof,PMI act satM6P,TLR4 MyD88 comp,Diaphorase act,Hsp70 act,S1P3 antag,PMI activator,Diaphorase inh
COc1ccccc1CC1C(=O)C2CCN1CC2 (configuration not stated),3.5,2,7,0.1,1,7,0.9,-0.1,.,1.1,6
COc1ccc(N=Cc2c(O)n(Cc3cccs3)c(=O)[nH]c2=O)cc1,6.7,-1,15,-0.2,1,8,1,0.0,-24,1,0

# The listing continues.
SMILES,RAM network inh,Lmaj promast,G6PDH counter,Redox H2O2 prof,PMI act satM6P,TLR4 MyD88 comp,Diaphorase act,Hsp70 act,S1P3 antag,PMI activator,Diaphorase inh
COc1ccc(N=C2SCCCN2C)cc1,1.5,0,5,0.8,1.2,0,1,0.0,.,1.1,0
CSc1nnc(C2CCNCC2)n1C,0.3,2,-5,-0.5,1.1,5,1,0.1,2,1.1,4
CN1C(=O)N(C)C(=O)C2(Cc3c(nc4ccccn4c3=O)N3CCc4ccccc4C32)C1=O (configuration not stated),2.5,70*,-2,-0.1,0.9,-4,0.7,-0.2,-14,1,31
CC1(C)CC(=O)C(C2(O)C(=O)NC(=O)NC2=O)=C(O)C1,1.9,15,8,-0.4,0.9,-13,0.7,-0.1,-22,0.9,25
c1cc2c(cc1CCNC1CCCCCC1)OCO2,0.5,95*,10,1.0,1.1,0,0.9,0.0,.,1.1,12
C[N+]1(C)CCN(c2ccccc2)CC1,1.1,-9,8,0.3,1.4,-8,1,-0.3,2,1.2,4
COc1ccc(CNC(=O)C(NC(C)=O)C(C)C)cc1OC (configuration not stated),2.2,2,14,-2.0,1,4,0.9,-0.2,-12,1.1,11
Cc1ccc2c(c1)C1CN(C)CCC1N2C(=O)/C=C/c1ccc2c(c1)OCO2 (configuration not stated),0.6,23,4,0.1,1,3,1,0.1,9,1,0
Fc1ccc(CNCCc2ccccc2)cc1,1.6,0,6,-0.4,1.1,-14,0.8,0.1,-13,1,20
O=C1C2CCN(CC2)C1Cc1ccc(OCc2ccccc2)cc1 (configuration not stated),-0.4,100*,3,-0.7,1,14,0.9,0.1,-12,1,11
CCCCn1c(O)c(/C=C/C=Nc2ccccc2)c(=O)[nH]c1=O,2.9,-3,-5,0.1,1.2,10,0.8,-0.1,-34,1.1,20
Cc1ccc(OCC(=O)NCCN2CCN(C(=O)COc3ccc(C)cc3)CC2)cc1,-0.2,-6,-7,2.3,1.1,-4,1.1,-0.5,-7,1.1,-9
CSc1nnc([C@@H](N)Cc2c[nH]c3ccccc23)o1,2.2,-3,0,2.6,1,-17,0.9,0.2,7,1.1,11
COc1cc(OC)c(OC)cc1CNC(C)C(O)c1ccccc1 (configuration not stated),1.2,-6,4,-2.2,0.9,-10,0.9,-0.1,-26,0.9,15
CCC(C)c1ccc(N2C(=O)NC(=O)/C(=C/c3cccn3CCOc3ccc(C)cc3)C2=O)cc1 (configuration not stated),2.8,19,-13,0.5,0.9,-4,0.8,-0.4,-14,0.9,16

# Random excerpt: two entries already listed
SMILES,RAM network inh,Lmaj promast,G6PDH counter,Redox H2O2 prof,PMI act satM6P,TLR4 MyD88 comp,Diaphorase act,Hsp70 act,S1P3 antag,PMI activator,Diaphorase inh
COc1ccc(CNC(=O)C(NC(C)=O)C(C)C)cc1OC (configuration not stated),2.2,2,14,-2.0,1,4,0.9,-0.2,-12,1.1,11
CCC(C)c1ccc(N2C(=O)NC(=O)/C(=C/c3cccn3CCOc3ccc(C)cc3)C2=O)cc1 (configuration not stated),2.8,19,-13,0.5,0.9,-4,0.8,-0.4,-14,0.9,16

# The listing continues:
SMILES,RAM network inh,Lmaj promast,G6PDH counter,Redox H2O2 prof,PMI act satM6P,TLR4 MyD88 comp,Diaphorase act,Hsp70 act,S1P3 antag,PMI activator,Diaphorase inh
CC(O)(CS(=O)(=O)c1cccc(C(F)(F)F)c1)C(=O)Nc1cccc(C(F)(F)F)c1 (configuration not stated),1.1,-4,6,-1.3,0.9,3,0.8,0.0,.,0.8,21
C[N+](C)(C)CC(=O)Nc1ccc(Cl)cc1C(=O)c1ccccc1,0.9,-3,4,-0.7,1,-3,1,-0.1,11,1.1,3
COc1ccccc1OCCCn1cc(C=O)c2ccccc21,-1.0,4,11,0.2,1,23,1,-0.2,19,0.9,-5
CN1CCN(C(=O)COc2ccc(Oc3ccccc3)cc2)CC1,1.6,-7,2,-0.8,0.9,-16,0.9,-0.1,-1,0.9,6
COc1ccccc1N1CCN(Cc2ccc(Cl)cc2Cl)CC1,0.0,-2,5,0.4,0.9,-1,0.8,-0.5,.,0.9,15
CCN(CCNc1ccc([N+](=O)[O-])c2cccnc12)S(=O)(=O)c1ccccc1,4.8,-5,-13,1.0,0.9,-9,0.8,-0.4,-1,0.8,19
CCOP(=O)(OCC)C1(O)C(=O)Nc2ccc(Br)cc21 (configuration not stated),0.5,-9,2,0.1,1,1,0.9,-0.3,4,1,8
CCOP(=O)(OCC)C(c1ccccc1)N(C)C=O (configuration not stated),-0.1,-6,6,-1.1,1,-6,1,-0.4,.,1,-1
c1ccc2c(CCNCc3ccc4c(c3)OCO4)c[nH]c2c1,2.6,77*,9,-0.6,1,-3,1,-0.3,5,1,1
O=C(c1cccc(Cl)c1)C1CCCN(Cc2ccon2)C1 (configuration not stated),1.1,-3,12,-0.7,0.9,7,1,0.1,-8,0.9,5
COc1cccc(C2(O)CCSCC2CN(C)C)c1 (configuration not stated),0.7,46,16,-1.1,1,-10,0.9,-0.3,-17,1.1,8
Cc1cc(NC(=O)CCl)on1,-0.3,28,4,-0.1,1,-6,1,0.0,-7,1.2,-4
CN1CC[C@]2(c3cccc(O)c3)Cc3nc4ccccc4cc3C[C@H]2C1,.,.,4,.,1.1,.,1,-0.4,-15,1.1,-3
CCCCn1c(O)c(C(C)=NCCN2CCOCC2)c(=O)[nH]c1=O,1.6,-4,-2,-0.2,1,-6,0.9,0.1,.,1,10
CCCCSC1=NN1c1nc(N)nc(C)c1CC,1.0,1,2,0.0,1,-9,0.9,-0.1,.,1,6
CN1CCN(CC(=O)Nc2ccc([N+](=O)[O-])cc2C(=O)c2ccccc2)CC1,1.8,0,11,-1.2,1,-6,1.1,0.3,3,1.1,-5
COc1ccc(C(CNC(=O)Cc2ccc(Cl)c(Cl)c2)N(C)C)cc1 (configuration not stated),-0.9,11,2,-1.2,1,5,0.9,-0.2,-3,1,7
O=c1[nH]c(=S)n(CCC2=CCCCC2)c(O)c1C=NC1CCN(Cc2ccccc2)CC1,-0.8,41,-2,0.5,1,1,1,2.4,.,0.9,-2
CC(=O)O[C@]1(c2ccccc2)CCN(C)[C@H]2CCCC[C@@H]21,0.0,6,-3,-0.1,1.1,6,1.1,0.4,.,1.2,-7
O=C1C2CCCN2C(c2cccnc2)N1c1ccc(Cl)cc1 (configuration not stated),-0.7,38,5,-2.2,0.9,-5,0.9,0.1,-7,0.9,13
O=C(O)[C@@H]1C[C@H]1[C@@H](NP(=O)(c1ccccc1)c1ccccc1)c1ccccc1,1.2,-8,12,0.1,1,-6,1,-0.1,-5,1.1,2
CCOc1cc(C=C2C(=O)NC(=O)NC2=O)ccc1OCC(=O)N1CCOCC1,0.7,31,4,0.5,0.9,6,0.8,-0.2,0,0.9,22

# The list is partial (hit frequency here may not be typical).
